Source: PubChem (National Center for Advancing Translational Sciences (NCATS))
BRCA1 expr up: activators of BRCA1 expression | 380,000 compounds, 1.1% hits | Potency, µM (titrated, usually from 46.1 µM), for the others: at the highest dose activation, usual class: activators | AID 624202 | MCF7-BRCA1-FFLuc reporter, luminescence, 48 h; response scale: scaled: vehicle 0%, 10 µM genistein 100%; further: nearly all actives have a fitted effect of over 80% in size; some results filed as inactive show a strong effect at the top dose
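MCF7-BRCA1-FFLuc cells, 2000/well in phenol-red-free MEM, attached 2 h then treated 48 h at 37 C. Luciferase luminescence read 15 min after reagent; normalized to genistein maximum activation (10microM) and DMSO, concentration-response fitted.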
ELG1 genotoxic: genotoxicity induction in ELG1-luciferase HEK293T cells; HEK293T ELG1-luciferase reporter, luminescence, 16 h; Potency, µM (doses to about 46 µM), without a hit: top-dose activity change, positive = activation, actives largely listed as activators; 330,000 compounds, 1.3% hits; AID 504466; further: % of control where 0% means no effect; nearly all actives have a fitted effect of over 60% in size
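Luminescence read-out: rising ELG1-luciferase signal, reflecting elevated ELG1 protein under genetic stress, flags genotoxic compounds. Cells were treated for 16 hr at 37 °C before ONE-Glo detection.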
MLL CXXC-DNA inh: blocks binding of human MLL CXXC domain to DNA | AID 2662 | 290,000 compounds, 0.037% hits | Q03164 | MLL-CXXC / FITC-HOXA9 DNA fluorescence polarization | Potency, µM (highest dose often 115 µM), inactives show top-dose activity change, negative = inhibition, hits mostly inhibitors; active means well fitted inhibition curve with a large enough effect in the polarisation, with a control signal flat, not every such curve was filed as active; inconclusive means small, poorly fitted or top-dose-only effect, or effect the other way, or a change in a side signal; inactive means no such curve, though single readings can be large or run the other way; the % refers to the polarisation
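Fluorescence polarization: 7 uM MLL-CXXC (stock) preincubated 5 min with compounds, then 50 nM fluorescein-HOX-A9 DNA (stock) added; 30 min ambient. Buffer 50 mM Tris-HCl pH 7.5, 50 mM NaCl, 1 mM DTT, 0.05% BSA.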
FLuc counter: inhibits or activates purified firefly luciferase, miR-21 counter-screen; Potency, µM (highest dose often 57.5 µM), for inactives: top-dose activity change, negative = inhibition, usual class: inhibitors; purified FLuc, Km substrates, luminescence inhibition; 360,000 compounds, 6.9% hits;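 further: plate controls were vehicle for no effect and reference inhibitor for full effect; nearly all actives have a fitted effect of over 55% in size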
Target sequence (P08659 whole entry, looked up): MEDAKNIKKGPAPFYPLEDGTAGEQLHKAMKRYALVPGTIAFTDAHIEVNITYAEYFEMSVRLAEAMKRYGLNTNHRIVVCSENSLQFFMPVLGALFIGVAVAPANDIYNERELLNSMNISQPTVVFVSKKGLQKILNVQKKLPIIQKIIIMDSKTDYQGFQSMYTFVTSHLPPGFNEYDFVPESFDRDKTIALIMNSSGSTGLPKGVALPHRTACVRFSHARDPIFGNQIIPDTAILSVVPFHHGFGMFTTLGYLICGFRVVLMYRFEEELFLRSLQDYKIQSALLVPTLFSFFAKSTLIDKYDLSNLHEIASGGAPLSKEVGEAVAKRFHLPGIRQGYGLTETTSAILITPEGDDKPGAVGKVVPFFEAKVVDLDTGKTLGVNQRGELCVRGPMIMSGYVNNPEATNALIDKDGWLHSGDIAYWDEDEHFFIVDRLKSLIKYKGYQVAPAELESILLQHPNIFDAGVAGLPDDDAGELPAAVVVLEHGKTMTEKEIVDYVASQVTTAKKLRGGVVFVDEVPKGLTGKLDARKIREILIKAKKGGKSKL
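Purified P. pyralis luciferase, 10 nM final, with Km-level 10 uM D-luciferin and 10 uM ATP in 50 mM Tris acetate pH 7.5, 10 mM Mg acetate, 0.01% Tween-20, 0.05% BSA; 6-point qHTS titration about 60 µM downward; luminescence read.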
uPA surface inh: cell surface uPA generation inhibition. cell surface uPA generation assay, qHTS. Potency, µM (titrated, usually from 38.3 µM), for inactives: at the highest dose activity change, negative = inhibition, usual class: inhibitors. AID 540303. 330,000 compounds, 0.31% hits; active means well fitted inhibition curve with a large enough effect; inconclusive means small, poorly fitted or top-dose-only effect; inactive means no such curve, though single readings can be large or run the other way; tested in mouse RAW 264.7 cells; further: on the % scale 0 is the no-effect control and ±100 the full control effect; nearly all actives have a fitted effect of over 55% in size
RORgamma inh: blocks mouse ROR gamma transcriptional activity | Potency, µM (series often up to 53.6 µM), for inactives: at the highest dose activity change, negative = inhibition, hits mostly inhibitors | P51450 | 310,000 compounds, 5.4% hits | Drosophila S2 Gal4-RORgamma UAS-luciferase reporter, 20 h; further: on the % scale 0 is the no-effect control and ±100 the full control effect; nearly all actives have a fitted effect of over 60% in size
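In this cell-based reporter format, copper sulfate (700 uM final) drives Gal4–ROR gamma fusion expression from a metallothionein promoter in Drosophila Schneider cells; compounds preincubated 1 hr, reporter read after 20 hr at ambient temperature.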
p53 reactivator: re-activators of mutant p53. 320,000 compounds, 0.063% hits. H1299 p53-A138V BP100-luciferase reporter, luminescence, 24 h. Potency, µM (highest dose often 92.2 µM), for the others: top-dose activity change, positive = activation, usual class: activators. AID 504706; further: % of control where 0% means no effect; nearly all actives have a fitted effect of over 45% in size
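p53-null H1299 cells stably carrying temperature-sensitive p53-A138V and a BP100-luciferase reporter were pinned with compounds (4-point, 1:5 series) and held 24 hrs at 37 deg C. Luminescence was read 10 min after detection reagent.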
NPC1 prom act: NPC1 promoter activation; 320,000 compounds, 2.4% hits; Huh7 NPC1 promoter luciferase reporter, 24 h; AID 485313; Potency, µM (highest dose often 9.22 µM), for the others: at the top dose activation, actives largely listed as activators;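 further: % of control where 0% means no effect; nearly all actives have a fitted effect of over 60% in size; reporter is driven by a mutant NPC1 promoter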
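Huh7 cells stably carrying NPC1 promoter–luciferase, plated in Opti-MEM with 10% FBS for 2 h, were exposed to compound in DMSO for 24 h at 37 °C; luciferase reagent was added for 10 min and luminescence read.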
MBNL1-CUG inh: MBNL1-poly(CUG) RNA binding inhibition | 280,000 compounds, 0.036% hits | TR-FRET MBNL1-His/biotin-(CUG)12 binding, 665/545 ratio | Q9NR56 | Potency, µM (series often up to 57.5 µM), without a hit: top-dose activity change, negative = inhibition, most hits filed as inhibitors | AID 2675; active means well fitted inhibition curve with a large enough effect in the signal ratio, with a control signal flat, not every such curve was filed as active; inconclusive means small, poorly fitted or top-dose-only effect, or effect the other way, or a change in a side signal; inactive means no such curve, though single readings can be large or run the other way; the % refers to the signal ratio; further: on the % scale 0 is the no-effect control and ±100 the full control effect
Target sequence (Q9NR56 whole entry, looked up): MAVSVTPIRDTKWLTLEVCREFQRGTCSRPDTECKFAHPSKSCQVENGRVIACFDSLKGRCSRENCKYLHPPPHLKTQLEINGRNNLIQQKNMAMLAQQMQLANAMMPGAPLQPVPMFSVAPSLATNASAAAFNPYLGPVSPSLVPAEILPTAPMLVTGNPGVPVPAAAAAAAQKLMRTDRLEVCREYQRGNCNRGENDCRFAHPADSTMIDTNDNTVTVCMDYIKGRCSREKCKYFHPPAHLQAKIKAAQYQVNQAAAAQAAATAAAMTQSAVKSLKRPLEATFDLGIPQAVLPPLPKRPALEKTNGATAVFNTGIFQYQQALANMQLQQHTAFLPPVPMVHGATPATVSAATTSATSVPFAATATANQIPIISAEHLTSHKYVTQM
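Compounds (final 92 nM to 58 uM) are added to His-tagged MBNL1 and biotin-(CUG)12, then terbium anti-His antibody and streptavidin-XL665 (5 nM final). After 60 min at room temperature, the 665/545 nm ratio is read.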
Gal4-VP16 FLuc: counter-screen for ROR gamma inhibitors: Gal4-VP16 reporter; AID 2546; Drosophila S2 Gal4-VP16 UAS-luciferase, luminescence, 20 h; 310,000 compounds, 3.5% hits; Potency, µM (series often up to 53.6 µM), without a hit: top-dose activity, negative = inhibition, most hits filed as inhibitors;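 further: Gal4-VP16 expression switched on by copper sulfate through the metallothionein promoter; on the % scale 0 is the no-effect control and ±100 the full control effect; nearly all actives have a fitted effect of over 50% in size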
Rab9 promoter act: Rab9 promoter activation | Huh7 Rab9 promoter-luciferase reporter, luminescence, 24 h | Potency, µM (highest dose often 9.22 µM), without a hit: top-dose activation, negative = inhibition, actives largely listed as activators | 320,000 compounds, 2.8% hits | AID 485297; further: % of control where 0% means no effect; nearly all actives have a fitted effect of over 60% in size
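Huh7 cells stably carrying Rab9 promoter–luciferase reporter, plated 1500 cells/well, compound added after 2 h and incubated 24 h at 37 °C; luciferase luminescence then read after 10 min with detection reagent.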
Numbers without * were called inactive; ? = inconclusive; . = not tested or not shown; & = joins results of further samples; [ ] = another dose, or the depositor's remark. Unless noted, the call rests on the fitted dose curve; in most records, active means well fitted curve in the direction sought with a large enough effect; inconclusive means small, poorly fitted or top-dose-only effect, or another doubt; inactive means no such curve, though single readings can be large; an effect the other way counts as inactive or inconclusive. Potency means the concentration at half of the fitted maximal effect. An excerpt, so the mix of outcomes need not match the whole.

nr	Compound	BRCA1 expr up	ELG1 genotoxic	MLL CXXC-DNA inh	FLuc counter	uPA surface inh	RORgamma inh	p53 reactivator	NPC1 prom act	MBNL1-CUG inh	Gal4-VP16 FLuc	Rab9 promoter act
1	COc1ccc(NC(=O)Nc2nnc(Cc3ccccc3)s2)cc1	0%	4%	8%	0%	2%	10%	?	-1%	-11%	1%	0%
2	COc1ccccc1OCc1nnc(SCC(=O)Nc2ccc(C)cc2)n1C	-12%	-2%	-3%	-2%	-7%	0%	-6%	-1%	-1%	-9%	-1%
3	Cn1c(CCN2CCN(c3ccccc3)CC2)nc2cc(NC(=O)c3ccco3)ccc21	-12%	-6%	26%	-13%	-6%	?	18%	5%	3%	7%	4.5µM*
4	O=C(CCNC(=O)Cn1ccc2ccccc2c1=O)NCCC1=CCCCC1	9%	0%	2%	-4%	1%	-8%	-3%	1%	13%	-6%	-2%
5	Nc1cccnc1Sc1cccc(Cl)c1	0%	-1%	9%	-15%	-2%	1%	1%	5%	?	-13%	9%
6	CC1(NC(=S)NCCCCCCNC(=S)NC2(C)CCS(=O)(=O)C2)CCS(=O)(=O)C1 (stereo not given)	-9%	-1%	3%	0%	1%	36%	-2%	-1%	-4%	5%	0%
7	CC1=C2C(CCS2(=O)=O)CC2(C1)C(=O)OC(C)(C)OC2=O (stereo not given)	3%	0%	-3%	-1%	2%	-1%	-11%	-4%	5%	-3%	2%
8	COc1ccc(N2CCN(C(=O)c3cc(=O)c4cc(C)ccc4o3)CC2)cc1	4%	0%	-4%	1%	9%	-4%	8%	-3%	3%	3%	-1%
9	CC1(C)S/C(=N/N=C/c2cccs2)NC1=O	33%	7%	-5%	-15%	0%	0.79µM*	24%	14%	17%	5µM*	14%
10	O=c1[nH]c(=S)c2ncn(-c3ccccc3)c2[nH]1	-3%	0%	2%	-15%	2%	-28%	-2%	2%	.	-8%	3%
11	Cc1cc(=O)[nH]c(NN=C2CCC(C(C)(C)C)CC2)n1 (stereo not given)	-2%	-1%	7%	-26%	9%	8%	25%	-3%	16%	-11%	-2%
12	COCCSc1nnc(NS(=O)(=O)c2ccc(C)cc2)s1	-31%	-2%	-13%	?	5%	-5%	-3%	-3%	-7%	-5%	-8%
13	COc1ccc(S(=O)(=O)Nc2ccccc2N2CCOCC2)cc1[N+](=O)[O-]	4%	0%	-5%	2%	0%	4%	9%	-1%	?	2%	-7%
14	CCCC(=O)Nc1ccc(NC(=O)c2ccccc2OC)cn1	21%	2%	1%	?	0%	0%	11%	9%	4%	-4%	10%
15	CCOC(=O)c1sc2nc(C)cc(C)c2c1N	61%	?	-7%	-51%	-9%	2%[0.365 µM]	-8%	23%	?	.	25%
16	Nc1nc2nc(-c3ccccc3)cc(=O)n2[nH]1	-31%	-7%	6%	12µM*	-6%	-24%	-1%	0%	15%	-20%	17%
17	Cn1c(NC(=O)c2ccccc2NC(=O)C(C)(C)C)nc2ccccc21	-3%	-41%[inhibitor]	-10%	27µM*	-20%	10µM*	-3%	-4%	10%	11µM*	-2%
18	CCSc1nnc(NC(=O)CSc2nnc(Cc3cccn3C)n2CCc2ccccc2)s1	-17%	0%	-9%	2%	.	4%	-7%	0%	8%	?	-5%
19	Cn1nc(NC(=O)C2CCC2C(=O)O)c2c(F)cccc21 (stereo not given)	4%	0%	-5%	0%	-5%	-6%	4%	2%	-22%	-3%	0%
20	CCCCN(C(=O)CCSc1ccc(F)cc1)c1c(N)n(Cc2ccccc2)c(=O)[nH]c1=O	-12%	1%	.	1%	-3%	.	-8%	0%	.	.	-1%
21	CCOC(=O)N1CCN(C(=O)CN2C(=O)c3ccccc3S2(=O)=O)CC1	0%	?	13%	3%	2%	3%	-9%	1%	0%	-6%	16%
22	O=C(CNS(=O)(=O)c1ccc(Br)cc1)Nc1ccc2c(c1)OCCO2	-3%	0%	-2%	-7%	5%	.	.	-7%	1%	.	-2%
23	CCN(CC)c1cccc(OC2=NS(=O)(=O)c3ccccc32)c1	-9%	-35%[inhibitor]	1%	-8%	2%	12%	?	3%	22%	-9%	9%
24	COC(=O)NC(C)N1C(=O)C2C3C=CC(C3)C2C1=O (stereo not given)	0%	?	1%	7%	2%	0%	-5%	1%	-2%	3%	-3%
25	Cc1cc(C)cc(NC(=O)NCc2nnc(SCc3ccccc3)n2C)c1	-10%	0%	3%	3%	1%	16%	-8%	-2%	?	12%	-1%
26	Cc1ccc(C)n1-c1ccc(C(=O)Nc2ccccc2F)cc1	?	?	6%	?	-2%	-17%	?	?	4%	?	?
27	OC1CCN(C(=S)Nc2ccc(Oc3ccccc3)cc2)CC1	-3%	5%	4%	-1%	-2%	-5%	-3%	-1%	0%	-3%[10 µM]	3%
28	CCN(CC)/C(Sc1ccccc1)=C(\C(Cl)=C(Cl)Cl)[N+](=O)[O-]	-1%	-22%	2%	-2%	4%	17%	-2%	3%	-23%	15%	-1%
29	Cc1cc(C(=O)NNC(=O)c2sccc2C)c(C)o1	?	18%	.	?	-3%	.	16%	?	.	.	?
30	CN(C)CCCOC(=O)COc1ccc(C(C)(C)C)cc1	-6%	1%	1%	-9%	7%	6%	4%	-3%	9%	9%	-3%
31	Cc1cccc(-c2nsc(SCC(=O)c3ccc(Cl)cc3)n2)c1	2%	0%	-4%	0%	0%	-12%	0%	-1%	-19%	7%	-1%
32	CCc1ccccc1NC(=O)NCc1cccnc1	0%	-3%	15%	0%	-5%	1%	-7%	2%	3%	-4%	0%
33	COc1ccc(NC(=O)C2CCCN(S(=O)(=O)c3ccc4c(c3)CCCN4C(C)=O)C2)cc1Cl (stereo not given)	-18%	-2%	1%	-11%	-3%	21%	-6%	-3%	1%	?	-9%
34	CCOC(=O)N1CCN(C(=O)c2cc(-c3ccc(F)cc3)[nH]c2C)CC1	0%	-2%	-8%	2%	-5%	?	-2%	-3%	-3%	-2%	-1%
35	CC(C)CC(=O)NNC(=S)NCc1ccco1	-23%	0%	42%[activator]	2%	-2%	?	-3%	-4%	-9%	-6%	1%
36	O=C(Nc1cccc(NC(=O)c2ccc(Br)cc2)c1)c1ccccc1	-42%	10%	0%	-6%&-1%	0%	-13%	-1%	1%	-7%	-10%	-5%
37	CCSc1nnc(-c2cccnc2)n1Cc1ccco1	-1%	1%	-2%	-1%	.	8%	9%	0%	-10%	8%	-5%
38	CS(=O)(=O)Nc1ccc(N2CCN(c3ccc(C(F)(F)F)cn3)CC2)nc1	-37%	-11%	-12%	-1%	-4%	?	-3%	-8%	.	-13%	-9%
39	CC(C)OCCCNC(=O)c1cc2c(s1)CS(=O)(=O)C2	5%	-5%	-2%	-1%	10%	-2%	1%	4%	-8%	15%	-8%
40	Cc1ccc(C)c(N=Cc2c(O)c3ccccc3oc2=O)c1	-38%	1%	1%	3µM*	0%	-6%[1.91 µM]	6%	-2%	6%	1%	-1%
41	CCOC(=O)c1ccc(Nc2ccc(-c3ccc(OC)c(OC)c3)nn2)cc1	-60%	14%	-10%	-12%	.	-19%	-1%	-4%	-15%	?	-6%
42	CCOCc1nnc(NC(=O)c2cc(OC)c(OC)cc2[N+](=O)[O-])s1	-5%	0%	-16%	0%	-1%	25%	-5%	-1%	?	-2%	1%
43	Cc1cc(NC(=O)COC(=O)COc2cccc3c2OC(C)(C)C3)no1	-4%	1%	?	1%	2%	-1%	5%	-5%	5%	3%	5%
44	CCCCc1cc(=O)oc2cc(OCC(=O)NC3CCN(Cc4ccccc4)CC3)ccc12	6%	-4%	2%	4%	8%	-9%	-12%	-13%	-5%	-4%	-2%
45	CC1(C)Cc2c(C#N)c(N3CCOCC3)nc(-c3ccccc3)c2CO1	-19%	-1%	3%	0%	11%	?	-2%	-3%	11%	-6%	1%
46	CCOc1ccc(OCC(=O)N(C)c2c(N)n(Cc3ccccc3)c(=O)[nH]c2=O)cc1	-22%	3%	.	6%	-11%	.	-3%	0%	.	.	2%
47	Cc1ccc(S(=O)(=O)N2CCN(C(=O)CN3C(=O)c4ccc([N+](=O)[O-])cc4C3=O)CC2)c(C)c1	4%	-5%	.	-2%	-1%	.	5%	-1%	.	.	2%
